# S1P3 agonist = activates the human S1P3 receptor | Q99500 | S1P3 NFAT-BLA reporter cells, agonism, FRET ratio; relative to 1 µM S1P, basal subtracted | activation, % at 4.5 µM | actives 0.1% (n = 60,000) | AID 373;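 active = activation above the screen-wide mean plus 3 SD, cut at about 4.5% in these data, passing the limit was not always enough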; note: some compounds called inactive have numbers as strong as hits
#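 material = human S1P3 NFAT-BLA reporter CHO cells | schedule = 4 h compound at 37 °C, 2 h substrate at RT | measured by = fluorescent BLA substrate, ex 405 nm, em 460/535 nm ratio | controls = 1 µM S1P reference | replication = primary once, confirmation triplicate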
# S1P1 ag pot = agonists and agonism potentiators of human S1P1 receptor | P21453 | S1P1 CRE-bla cells, forskolin, beta-lactamase FRET, potentiator mode; S1P1 agonist co-added at EC20, 2 nM; 100% = saturating reference agonist, 0% = basal | activation, % at 9.5 µM | actives 0.57% (n = 56,000) | AID 449;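 active = activation above a cutoff set at the mean activation of all tested compounds plus 3 SD, cut at about 54% in these data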;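 note: forskolin at 4 µM as EC80 and the EC20 agonist is SEW2871; 100% = SEW2871 at its EC100 plus forskolin at EC80; some compounds past the cut are filed as inactive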
# Target sequence (P21453 whole entry, looked up): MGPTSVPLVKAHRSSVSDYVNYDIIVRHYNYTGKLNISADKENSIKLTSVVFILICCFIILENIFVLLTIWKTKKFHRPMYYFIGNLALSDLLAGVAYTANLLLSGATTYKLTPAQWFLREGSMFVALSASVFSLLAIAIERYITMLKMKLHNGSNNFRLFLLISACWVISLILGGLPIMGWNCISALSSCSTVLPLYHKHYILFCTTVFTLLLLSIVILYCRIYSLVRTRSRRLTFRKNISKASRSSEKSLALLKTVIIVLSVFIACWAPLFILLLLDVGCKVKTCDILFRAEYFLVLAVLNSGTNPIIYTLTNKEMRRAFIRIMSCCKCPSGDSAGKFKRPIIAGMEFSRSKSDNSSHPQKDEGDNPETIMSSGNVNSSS
# Her2 expr inh = inhibitors of human Her2 kinase expression | P04626 | SKBR-3 HER2 protein level, AlphaScreen, 18-24 h; stronger effect = lower value | HER2 level % of control, % at 10 µM | actives 0.69% (n = 65,000) | AID 645;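 active = HER2 level under 5% of the carrier-only control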;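 note: 100% = DMSO carrier and 0% = 500 nM PU-H71 HSP90 inhibitor; lower value means stronger loss of Her2 protein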
# A340 absorber = compounds absorbing at 340 nm; compound absorbance at 340 nm, fold over control; fold change at 10 µM; 65,000 tested, under 10 active;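 active = at 10 µM dose, initial 340 nm absorbance at least 2 fold that of control wells; inactive = change under 2 fold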;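 note: initial absorbance extrapolated from kinetic A340 decline of NADH oxidation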
# 5HT1E ag = 5-HT1E (human) receptor agonism; P28566; actives 0.69% (n = 65,000); CHO 5-HT1E Ga15 NFAT-bla reporter, FRET; 0% DMSO wells, 100% control agonist wells; activation, % at 6 µM; AID 574;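 active = activation above a set limit, the screen-wide mean activation plus 3 SD, cut at about 8.5% in these data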;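 note: 100% = positive control agonist at 1 µM giving full maximal response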
# Target sequence (P28566 whole entry, looked up): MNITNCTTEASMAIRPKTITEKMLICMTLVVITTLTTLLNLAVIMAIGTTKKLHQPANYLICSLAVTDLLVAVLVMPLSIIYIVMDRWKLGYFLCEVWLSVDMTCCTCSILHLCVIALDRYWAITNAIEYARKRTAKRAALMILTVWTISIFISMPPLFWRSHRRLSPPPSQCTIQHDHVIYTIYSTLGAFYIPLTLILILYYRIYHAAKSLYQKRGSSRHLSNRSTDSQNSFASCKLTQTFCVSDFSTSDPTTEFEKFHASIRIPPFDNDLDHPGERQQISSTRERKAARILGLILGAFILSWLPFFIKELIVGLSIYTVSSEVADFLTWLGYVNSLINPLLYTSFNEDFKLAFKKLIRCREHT
# Fluor 339 460 = intrinsic fluorescence of library compounds, ex339/em460 – biochemical, MLSMR library, data from DPM-DC assay, artefact control, profiling panel | AID 709 | fluorescence fold increase at 10 µM | actives 5.5% (n = 65,000) | compound autofluorescence, ex339/em460 nm, NADH buffer; stronger effect = higher value; 1 = no-compound wells, NADH background;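 active = at 10 µM, mean starting fluorescence two-fold or more over control wells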;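 note: signal is the first read of a kinetic run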
# HTR1E antagonist = blocks the human 5-HT1E serotonin receptor; CHO 5-HT1E Ga15 NFAT-bla reporter, FRET, antagonist; inhibition, % at 6 µM; actives 0.99% (n = 65,000); P28566;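 active = inhibition above a set limit, the mean inhibition across every tested compound plus 3 SD, cut at about 29% in these data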;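 note: signal is the 460 over 535 nm emission ratio of beta-lactamase substrate; 0% = agonist plus DMSO wells and 100% = wells without agonist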
# MMP-13 inhibitor = MMP13 (human) collagenase inhibition | MMP-13 fTHP FRET cleavage, Mca fluorescence | AID 570 | actives 0.07% (n = 65,000) | P45452 | inhibition, % at 4 µM;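 active = inhibition above the mean of compound-free control plate wells plus 3 SD, cut at about 14% in these data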;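 note: 0% = DMSO wells and 100% = wells with reference MMP-13 inhibitor after basal subtraction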
# 5HT1a antag = 5-HT1a (human) receptor antagonism | P08908 | CHO 5-HT1a Ga15 NFAT-bla reporter, antagonist mode | inhibition, % at 10 µM | actives 0.68% (n = 62,000) | AID 612;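 active = inhibition above the mean of all tested compounds plus 3 SD, cut at about 43% in these data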;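 note: receptor stimulated by 5-CT agonist at 100 nM near EC80; beta-lactamase reporter measured by ratiometric fluorescence of a cleavable substrate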
# * marks the source's active call; other numbers are inactive results; i = inactive; . = not tested or not shown; [ ] = dose if it differs, or a comment. Rows are unselected. Share with any hit: about 8.5%.
# Value order: S1P3 agonist	S1P1 ag pot	Her2 expr inh	A340 absorber	5HT1E ag	Fluor 339 460	HTR1E antagonist	MMP-13 inhibitor	5HT1a antag
CC1=C(C)C(=O)NC(Nc2nc(C)c3cc(C)cc(C)c3n2)N1 (configuration not stated)
  0.8	-86	-14*	1	0.0	0.99	2	0	-18
Cc1ccc(CNC(=O)C2CCCN(S(=O)(=O)c3cccnc3)C2)cc1 (configuration not stated)
  0.2	-4	70	0.99	-0.2	1	-10	-1	-13
Cc1cc(C)n2cc(CSc3nnnn3-c3ccc(Cl)cc3)nc2n1
  0.1	-14	114	0.97	0.5	1.2	-7	2	-9
CCC(C)NC(=O)C1CCCN(C(=O)Nc2ccc(F)cc2)C1 (configuration not stated)
  -0.7	4	85	1	-1.3	1.1	3	-2	-2
O=S1(=O)C=C(Sc2nnc(-c3ccccc3)o2)c2ccccc21
  -0.3	107*	-9.4*	0.99	-1.5	1	106*	-2	104*
Cc1cc(C(=O)CSc2nnc(-c3cccc(F)c3)n2N)c(C)n1Cc1ccc2c(c1)OCO2
  0.1	44	48	1	0.2	1.1	21	-2	18
CCOC(=O)c1ccc(S(=O)(=O)N2CCN(S(=O)(=O)CC)CC2)cc1
  -0.3	-6	94	1	-0.7	1.1	3	-2	-5
COc1ccc(C(=O)N2CCN=C2SC)cc1OC
  -0.2	2	93	1	-0.3	1.1	4	-2	-6
O=C(c1ccc(Br)o1)N1CCN=C1SCc1cccc(F)c1
  -0.6	2	79	1	-0.3	1.1	-1	5	-9
O=C(Nc1nnc(-c2ccco2)s1)C1CCN(S(=O)(=O)c2ccc(Cl)cc2)CC1
  -0.6	-10	80	1	0.2	1.2	8	-11	-3
O=C(CCSc1nc(-c2ccco2)cc(C(F)(F)F)n1)NCC1CCCO1 (configuration not stated)
  0.0	.	75	1.1	0.6	1.1	-3	3	-2
N#Cc1nc(-c2ccc(OCc3ccccc3Cl)cc2)oc1NCCCn1ccnc1
  0.3	-6	87	1.1	-0.5	2.3*	-13	-7	0
CC(C)(C)n1nc2c(c1NC(=O)COc1ccc3ccccc3c1)CS(=O)C2 (configuration not stated)
  -1.1	3	113	1	0.5	1.1	2	7	-3
Cc1ccccc1NC(=O)CCn1c(=O)oc2ccccc21
  -0.7	2	91	1.1	0.2	1	2	-16	-8
COCCn1c(SCc2nc3ccccc3s2)nc2ccccc21
  -0.6	-54	82	1.1	-0.4	1.1	4	5	11
Cc1ccc(C2CC(=O)NC3=C2C(=O)CCC3)cc1Br (configuration not stated)
  0.7	-4	86	1	-0.7	1.1	18	3	8
COC(=O)c1ccccc1NC(=O)Cn1ccnc1
  0.5	-12	80	1	-0.6	1	-12	-4	-12
COc1cccc(C2C3=C(N=C4SCC(=O)N42)c2ccccc2CC3)c1OC (configuration not stated)
  0.3	.	101	0.98	0.7	1.1	0	-8	21
CCCCN(C)CCNC(=O)Cn1c(=O)sc2ccccc21
  -1.0	-9	85	1.1	1.8	1	-6	6	4
Cc1cc(OCC(=O)Nn2cnnc2)c(C)cc1Br
  -0.2	-7	81	1	-0.3	1.1	2	2	3
COC(=O)CN1C(=O)C2(OCCCO2)c2ccccc21
  -2.0	-15	91	1	0.3	1.1	-3	5	5
CCCCc1cc(=O)oc2cc(C)cc(OCC(=O)O)c12
  0.3	-1	106	1.1	0.7	3.8*	8	-159[fluorescence artefact?]	2
Cc1ccc(-c2csc3ncn(/N=C/N(C)C)c(=O)c23)o1
  0.6	6	88	1.1	0.6	1.5	-15	-5	-1
COc1ccc(C(CC(=O)N2CCOCC2)C(C)C)cc1 (configuration not stated)
  -1.7	-13	139	1	0.0	1.1	-11	1	.
Cc1c(/N=C/c2ccco2)n(Cc2ccccc2)c2ccccc12
  0.2	-11	49	1.1	-0.5	1	0	3	14
CCSC1=NC(=O)/C(=C2/C=Cc3ccccc3N2CC)S1
  -1.2	6	39	0.98	-0.1	1.1	-1	11	3
COc1ccc(N=C2C(=O)Nc3c(C)cccc32)cc1
  -0.9	-15	92	1	-0.3	1	1	-8	7
O=C(C1CC1)N1CCc2cc(S(=O)(=O)NCCC3=CCCCC3)ccc21
  -1.1	39	87	1	0.3	1.1	9	-1	7
CC(NC(=O)CC1Nc2ccccc2NC1=O)c1ccccc1 (configuration not stated)
  -0.5	6	102	0.99	0.8	1.5	0	-5	4
CC1CCCC(C)N1C(=O)COC(=O)c1ccc[nH]c1=O (configuration not stated)
  0.0	-9	113	1.1	-0.2	1.1	-8	1	-5

# Arranged by value in S1P1 ag pot (low to high): some entries from above.
structure | S1P3 agonist | S1P1 ag pot | Her2 expr inh | A340 absorber | 5HT1E ag | Fluor 339 460 | HTR1E antagonist | MMP-13 inhibitor | 5HT1a antag
CC1=C(C)C(=O)NC(Nc2nc(C)c3cc(C)cc(C)c3n2)N1 (configuration not stated) | 0.8 | -86 | -14* | 1 | 0.0 | 0.99 | 2 | 0 | -18
COC(=O)CN1C(=O)C2(OCCCO2)c2ccccc21 | -2.0 | -15 | 91 | 1 | 0.3 | 1.1 | -3 | 5 | 5
Cc1ccc(C2CC(=O)NC3=C2C(=O)CCC3)cc1Br (configuration not stated) | 0.7 | -4 | 86 | 1 | -0.7 | 1.1 | 18 | 3 | 8

# Next structures.
# Value order: S1P3 agonist	S1P1 ag pot	Her2 expr inh	A340 absorber	5HT1E ag	Fluor 339 460	HTR1E antagonist	MMP-13 inhibitor	5HT1a antag
CCn1c(C(O)c2cccc(OC)c2OC)nc2ccccc21 (configuration not stated)
  -1.0	.	92	1.1	0.3	1.1	-4	4	-2
CCc1ccc2[nH]c(=O)c(CN(CCN3CCOCC3)C(=O)Nc3ccccc3F)cc2c1
  -0.5	-17	74	1.1	-0.7	1.5	8	-4	-21
Cc1ccc2[nH]c(=O)c(C(c3nnnn3CC3CCCO3)N3CCCc4ccccc43)cc2c1 (configuration not stated)
  -1.0	-50	116	1	0.4	1.1	-7	-7	-3
CCOC(=O)Cn1c(CN(Cc2ccccc2)Cc2ccccc2)nc2c1c(=O)[nH]c(=O)n2C
  -0.5	0	72	1	0.5	1.1	-8	0	-8
COc1ccccc1OCc1nc(Cc2ccc(Cl)cc2)no1
  -0.3	.	68	0.99	0.5	1.1	-1	1	-1
O=C(Cn1c(C(F)(F)F)nc2ccccc21)NCCN1CCCC1
  -0.3	-8	73	1	0.0	1.1	2	-19	6
CSCC[C@H](NC(=O)C1CCN(S(=O)(=O)c2ccc(C)cc2)CC1)C(=O)NCc1ccco1
  -0.8	-4	73	1	-0.7	1.1	3	1	6
Cc1cc(C)n(-c2nc3c(c(=O)n(C)c(=O)n3C)n2C)n1
  0.1	-24	100	1	1.6	1	-1	0	-16
Fc1cccc2sc(N3CCCCC3)nc12
  0.4	-31	97	0.97	0.6	1.1	-4	5	2
CCOC(=O)c1c(N)sc(C(=O)N2CCCC2)c1C
  .	.	103	1	0.2	1.1	-4	4	-6
COc1ccc2cc3cc(C(=O)NCc4ccccn4)oc3nc2c1
  -1.4	-2	59	1.1	0.3	5.1*	-2	i[fluorescence artefact?]	5
CC(=O)Oc1ccccc1C1OC(=O)c2ccccc2N1C(C)=O (configuration not stated)
  -3.1	-12	91	1	-0.7	1.1	7	-10	.
CCCCP(=O)(c1ccccn1)c1ccccn1
  .	.	84	1	0.5	1.1	-11	1	5
CC(=O)C1=C(C)NC(C)=C(C(C)=O)C1c1cccs1
  -1.8	-16	97	1	-1.0	1	-6	-1	13
COc1cccc(C(=O)N2CCCc3ccccc32)c1
  -0.3	12	97	1	-0.3	0.87	-1	1	3
COc1ccc(C2c3c(oc4ccccc4c3=O)C(=O)N2CC2CCCO2)cc1 (configuration not stated)
  -0.9	2	91	1	0.7	1.1	9	3	2
C=CCn1cnc2scc(-c3ccccc3)c2c1=O
  -0.1	-45	117	1	-0.1	1.1	8	0	-16
O=C(c1cccc2ccccc12)N1CCN(CC2CC=CCC2)CC1 (configuration not stated)
  -0.8	5	97	1	-1.7	1	-4	-2	16
Cn1c(SCC(=O)NC2CCCC2)nnc1-c1ccc(S(=O)(=O)N2CCOCC2)cc1
  -1.0	-8	128	1	-1.2	1.1	7	-4	5
O=C1c2ccccc2CC1Sc1nnc(-c2ccncc2)o1 (configuration not stated)
  -0.9	8	77	1	0.3	1.1	8	8	9
O=C(NCc1cccnc1)c1cnc2n(c1=O)CCS2
  -1.6	21	123	1.1	-0.3	1.2	6	0	-2
c1ccc(Oc2cc(-n3cccn3)ncn2)cc1
  -0.2	8	79	1	-0.1	1.2	-6	-3	15
Cc1ccc(C)c(N(CC(N)=O)S(C)(=O)=O)c1
  0.0	.	97	1	0.4	1.1	-3	0	3
CC(=O)Nc1ccc(-n2c(C)c(C(C)=O)c(C(C)=O)c2C)cc1
  0.0	-22	81	1	-0.7	1.1	-2	-1	-5
COc1ccccc1N(CCC#N)C(=O)CSc1ccc2c(c1)OCCO2
  0.7	-53	92	1	-0.3	1.1	-11	-3	-4
CC1Cn2c(nnc2C23CC4CC(CC(C4)C2)C3)S1 (configuration not stated)
  -0.8	-19	183	1	0.1	1.1	-4	3	4
CS(=O)(=O)N1CCN(Cc2ccccc2C(F)(F)F)CC1
  0.0	.	106	1	-0.6	1.1	-8	-2	4
C=CC(C)n1c(Br)nc2c1c(=O)[nH]c(=O)n2C (configuration not stated)
  1.0	-16	99	1	-0.7	1.1	-14	-5	-6
CCOC(=O)c1ccc2c(c1)nc(SCC(=O)N1CCCCC1)n2CC
  -0.8	15	81	0.98	0.0	1.1	10	0	1
O=C(Nc1ccc(F)cc1)c1cccnc1N1CCOCC1
  -1.0	.	80	1	0.3	1.1	-1	3	1
O=C1c2oc3ccccc3c(=O)c2C(c2ccccn2)N1Cc1ccccc1 (configuration not stated)
  -0.8	-1	77	0.99	0.3	1.1	9	-13	3
COc1ccc(OC)c(NC(=O)C2CCCN2C(=O)C2CCC(C)CC2)c1 (configuration not stated)
  -1.1	-5	83	1	0.3	1.1	-11	-6	-2
Cc1cccc(NC(=O)CSc2nnc(-c3ccccc3)n2N)c1C
  .	.	169	1	-1.4	1.1	11	2	3
COC(=O)c1[nH]c2ccc(F)cc2c1NC(=O)CCN1CCN(C(=O)c2ccco2)CC1
  -1.4	4	108	1.1	0.3	1.9	-5	-16	5
Cc1cccc(C)c1Nc1nc2ccccc2o1
  -0.3	15	81	1.1	0.8	0.92	6	2	1
O=C(CCn1c(=O)[nH]c2ccsc2c1=O)N1CCc2ccccc2C1
  .	.	114	1	-1.1	1	2	7	-6
CC1(C)OC(=O)C(=CNc2ncccn2)C(=O)O1
  0.2	-8	94	1.1	-0.5	1	-11	-3	-10
Cc1cc(C)c2[nH]c(=O)c(=O)[nH]c2c1
  -0.5	-8	106	1	-0.6	1.7	-1	-19	-5
Cc1cccc(OCC(O)CN2C(C)(C)CC(O)CC2(C)C)c1 (configuration not stated)
  .	.	102	1	-1.7	1.1	11	-4	1
CCN(Cc1ccccc1)C(=O)Cn1cc2c(n1)CCCC2
  -0.9	-12	94	1	-0.7	1.1	13	2	20
O=C(NCc1cccnc1)c1cc(-c2ccccc2)on1
  -0.5	.	91	0.99	0.7	1.1	17	6	10

# Bioassay records: PubChem BioAssay, several laboratories
